TrxR1 substrate – qHTS Assay for Substrates of Mammalian Selenoprotein Thioredoxin Reductase 1 (TrxR1): qHTS; hit rate 0.01% among 390,000; Potency, µM (series often up to 114 µM), for inactives: top-dose activity change, negative = substrate turnover; Thioredoxin reductase 1, cytoplasmic (Rattus norvegicus), O89049; AID 588456, 2011; purified TrxR1 substrate turnover, NADPH consumption readout; further: potency means the concentration at half of the fitted maximal effect; on the % scale 0 is the no-effect control and ±100 the full control effect; nearly all actives have a fitted effect of over 50% in size
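Rat TrxR1, dispensed at 90 nM, was prereduced with 400 uM NADPH (final) for 5 min at ~22 deg C, then incubated with compound 15 min before 400 uM selenite. A first-read NADPH fluorescence drop versus no-compound background flagged substrates.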
USP1 inh – Inhibitors of USP1/UAF1: Primary Screen. Ubiquitin carboxyl-terminal hydrolase 1 (Homo sapiens), O94782. recombinant USP1/UAF1, Ub-Rhodamine cleavage fluorescence. Potency, µM (top dose mostly 57.1 µM), inactives show at the highest dose activity change, negative = inhibition, usual class: inhibitors. hit rate 0.23% among 390,000. AID 743255, 2014; further: potency means the concentration at half of the fitted maximal effect; on the % scale 0 is the no-effect control and ±100 the full control effect; nearly all actives have a fitted effect of over 60% in size; inactives centre near -12
Target sequence (O94782 whole entry, looked up): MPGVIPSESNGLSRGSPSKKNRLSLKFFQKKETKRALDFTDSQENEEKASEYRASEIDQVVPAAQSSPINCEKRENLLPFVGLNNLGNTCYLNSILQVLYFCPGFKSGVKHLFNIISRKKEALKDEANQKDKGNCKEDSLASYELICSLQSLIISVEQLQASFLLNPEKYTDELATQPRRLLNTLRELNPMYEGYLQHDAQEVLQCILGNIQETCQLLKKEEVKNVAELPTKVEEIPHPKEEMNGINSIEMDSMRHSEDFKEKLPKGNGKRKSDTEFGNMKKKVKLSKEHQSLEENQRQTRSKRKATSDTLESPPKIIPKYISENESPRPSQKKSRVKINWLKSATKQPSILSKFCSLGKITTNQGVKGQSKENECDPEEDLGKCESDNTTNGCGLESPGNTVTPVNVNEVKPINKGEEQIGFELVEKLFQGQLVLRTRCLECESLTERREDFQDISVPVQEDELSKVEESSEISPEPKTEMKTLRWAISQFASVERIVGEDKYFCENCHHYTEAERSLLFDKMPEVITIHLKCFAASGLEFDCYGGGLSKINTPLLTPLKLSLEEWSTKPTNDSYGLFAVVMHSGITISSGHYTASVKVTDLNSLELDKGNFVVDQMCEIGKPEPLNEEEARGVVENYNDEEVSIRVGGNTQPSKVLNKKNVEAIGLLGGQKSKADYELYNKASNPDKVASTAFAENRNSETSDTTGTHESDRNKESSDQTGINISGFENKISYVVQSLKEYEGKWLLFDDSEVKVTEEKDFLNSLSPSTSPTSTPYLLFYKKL
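In this screen, compounds sit with the deubiquitinase complex (1nM) for 15 min at room temperature before Ub-Rho is added at 150nM final. Fluorescence rise is then followed for 6 reads every 60 seconds.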
mIDH1 inhibitor – qHTS for Inhibitors of mutant isocitrate dehydrogenase 1 (IDH1): qHTS | hit rate 0.093% among 390,000 | IDH1-R132H enzyme, NADPH consumption, diaphorase/resazurin fluorescence | AID 602179, 2012 | Isocitrate dehydrogenase [NADP] cytoplasmic (Homo sapiens), O75874 | Potency, µM (top dose mostly 76.6 µM), for the others: top-dose activity change, negative = inhibition, actives largely listed as inhibitors; further: potency means the concentration at half of the fitted maximal effect; on the % scale 0 is the no-effect control and ±100 the full control effect; nearly all actives have a fitted effect of over 65% in size
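IDH1-R132H (0.5 ug/mL dispensed) in pH 7.5 Tris buffer was preincubated 30 min with compound, then given a substrate mix of 0.016 mM NADPH and 2 mM alpha-KG for 80 min at room temperature; remaining NADPH was read by diaphorase/resazurin fluorescence.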
PI4K2A block – qHTS for small molecular inhibitors of PI4K2A; AID 1346378, 2018; hit rate 0.13% among 420,000; activity change, negative = inhibition, % at 76.9 µM; Phosphatidylinositol 4-kinase type 2-alpha (Homo sapiens), Q9BTU6; purified PI4K2A, ADP-Glo luminescence, 1 h; hits give low values; in the data active means activity change below about -50%; inconclusive means mostly about -30% to -49%;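 further: -100% = wells without enzyme as full effect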
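PI4K2A activity was measured by ADP-Glo luminescence: enzyme (4 ug/mL stock) and phosphatidylinositol (1.2 mM stock) in Tris pH 7.5/MgCl2/EGTA/Triton X-100 buffer were reacted with ATP (300 microM stock) for one hour at ambient temperature.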
D2 antagonist – HTS Assay for Allosteric Antagonists of the Human D2 Dopamine Receptor: Primary Screen for Antagonists | D(2) dopamine receptor (Homo sapiens), P14416 | HEK293 TREx D2 cells, calcium flux, dopamine EC80 | inhibition, % at 10 µM | hit rate 2% among 340,000 | AID 485344, 2010; in the data active means inhibition above about 30%; further: 0% is about no effect
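Measurement of antagonist activity uses fluorescent calcium dye in inducible HEK293 T-REx D2 cells: 10 s baseline, compound addition with 180 s read, EC80 dopamine addition with a further 180 s read.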
D2 agonist – HTS Assay for Allosteric Agonists of the Human D2 Dopamine Receptor: Primary Screen for Agonists | D(2) dopamine receptor (Homo sapiens), P14416 | HEK293 T-REx D2 cells, calcium flux agonist mode | activation, % at 2 µM | hit rate 0.53% among 340,000;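 active means activation over 3 SD above normal in the single-dose calcium agonist read, cut at about 30% in these data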; further: 0% is about no effect
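Tetracycline-induced HEK293 T-REx cells with force-coupled D2 receptor, plated overnight at 30 C, loaded with no-wash calcium dye. After a 10 s baseline, compound was pin-added and calcium flux read kinetically for 180 s; calcium rises flagged agonists.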
TRHR enhancer – qHTS for Small Molecule Agonists and Allosteric Enhancers of Human TRH Receptor: Primary Screen for Enhancers; TRHR cells, fluo-8 calcium fluorescence, EC20 TRH enhancement; enhancement, % at 2 µM; hit rate 0.66% among 360,000; AID 493056, 2011; in the data active means enhancement above about 30%; further: 0% is about no effect
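Enhancer read-out: after compound pinning and an initial kinetic agonist-mode read, an EC20 of TRH (10 nM final) was injected and fluo-8 calcium signal (Ex 480/Em 530) followed at 1 s/cycle for 100 cycles in TRHR-expressing cells.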
rTrxR1 inhibitor – qHTS Assay for Inhibitors of Mammalian Selenoprotein Thioredoxin Reductase 1 (TrxR1): qHTS; Thioredoxin reductase 1, cytoplasmic (Rattus norvegicus), O89049; recombinant rTrxR1, NADPH fluorescence consumption, selenite substrate; Potency, µM (top dose mostly 114 µM), for inactives: top-dose activity change, negative = inhibition, actives largely listed as inhibitors; hit rate 1% among 390,000; AID 588453, 2011; further: potency means the concentration at half of the fitted maximal effect; on the % scale 0 is the no-effect control and ±100 the full control effect; nearly all actives have a fitted effect of over 65% in size
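Rat TrxR1 (90 nM in the dispensed reagent) was pre-reduced with 400 uM NADPH for 5 min at room temperature, then incubated with compound for 15 min. After 400 uM selenite was added, NADPH fluorescence (Ex 340/Em 450 nm) was followed for 8 min.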
TRHR agonist – qHTS for Small Molecule Agonists and Allosteric Enhancers of Human TRH Receptor: Primary Screen for Agonists; AID 493084, 2011; hit rate 0.18% among 360,000; Thyrotropin-releasing hormone receptor (Homo sapiens), P34981; TRHR cells, calcium flux fluo-8, FDSS agonist mode; activation, % at 2 µM; in the data active means activation above about 30%; further: 0% is about no effect
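TRHR-expressing cells loaded with fluo-8 calcium dye; 23 nL library compound pin-transferred, kinetic FDSS fluorescence (Ex 480/Em 530) recorded about 180 s for agonist-induced calcium release, before a 10 nM TRH EC20 addition for potentiator mode.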
Starred values were filed as active, the others as inactive; ? = inconclusive; / = not tested or not shown; & = joins results of further samples; [ ] = remark or other dose. Unless noted, the call rests on the fitted dose curve; in most records, active means well fitted inhibition curve with a large enough effect; inconclusive means small, poorly fitted or top-dose-only effect; inactive means no such curve, though single readings can be large or run the other way. The order is random; 3.9% or so of the library scored in one or more.

SMILES	TrxR1 substrate	USP1 inh	mIDH1 inhibitor	PI4K2A block	D2 antagonist	D2 agonist	TRHR enhancer	rTrxR1 inhibitor	TRHR agonist
CCc1ccccc1NC(=S)N(CCN(C)C)C(C)c1ccco1 (stereo unspecified)	1%	-9%	17%	0	-18	-0.2	-7	-5%	-1.7
O=C(COc1ccccc1)NCC1CCCO1 (stereo unspecified)	2%	-9%	-1%	7	/	/	-1	0%	-0.3
CN(CCO)c1c2c(nc3cc(-c4cccc(F)c4)nn13)CCCC2	9%[57.1 µM]	-25%	7%	0	-11	-1.7	7	3%[57.1 µM]	-1.7
CCc1noc(C)c1C(=O)N1CCCC(CCC(=O)NCc2cccc(OC)c2)C1 (stereo unspecified)	5%[57.1 µM]	-13%	-2%	3	-10	1.2	5	7%[57.1 µM]	1.3
COc1ccc(N2CC(NC(=O)COc3ccccc3C)CC2=O)cc1OC (stereo unspecified)	-9%[57.1 µM]	-21%	25%	1	/	0.1	5	-1%[57.1 µM]	-0.7
Nc1nc(-c2cccnc2)nn1C(=O)CCc1ccccc1	-1%	-20%	2%	6	/	/	/	22%	/
Cn1c(SCc2nc3ccccc3[nH]2)nnc1-c1cccnc1	1%	-25%	-1%	-2	-7	-0.4	-5	11%	-0.3
Cc1cccc(-n2nc(CC#N)c(C#N)c2N)c1	1%	0%	5%	-8	-7	0.0	-5	9%	-0.4
O=C(Nc1ncn[nH]1)c1ccccc1O	77%[activator]	-10%	0%	2	8	0.4	1	-19%	0.4
O=c1c2ccccc2nnn1COc1ccc(F)cc1Cl	6%[57.1 µM]	-13%	0%	4	-3	-0.3	1	5%[57.1 µM]	-0.6
COc1cc(OC)cc(C(=O)N2CCN(c3ccccc3F)CC2)c1	11%[57.1 µM]	-26%	0%	6	31*	0.6	2	-3%	-1.1
CCCNS(=O)(=O)c1ccc(OCC(=O)N(C)Cc2ccccc2)cc1	2%	-4%	-13%	-1	-15	-1.0	0	9%	0.0
CC(C)(CNc1ccc(C(F)(F)F)cc1[N+](=O)[O-])N1CCOCC1	1%	-27%	12%	-3	-15	0.7	4	18%	-0.3
COc1cn(CC(=O)Nc2cc(C)ccc2C)c(CN2CCCCC2)cc1=O	-5%[57.1 µM]	-18%	-22%	1	/	0.5	4	6%[57.1 µM]	0.1
Cc1cc(C(=O)NCc2cccs2)nn1C	8%[57.1 µM]	-22%	-4%	-1	-9	0.8	2	26%[57.1 µM]	0.6
CCCSc1nnc2nc3c(nn12)c1ccccc1n3C	5%	-26%	12%	-3	4	-0.8	-5	24%	-0.4
Cn1c(=O)c2c(nc(NC3CCCCC3)n2CC(O)COc2ccccc2)n(C)c1=O (stereo unspecified)	-6%	-6%	4%	-1	17	-1.5	-2	2%	-0.5
CC(OC(=O)C1CCC1)C(=O)Nc1cc(Cl)cc(Cl)c1 (stereo unspecified)	-12%	-24%	2%	2	-5	1.0	1	-2%	0.5
Cc1nc2ccccc2nc1OCC(=O)Nc1ccc2ccccc2c1	0%	-19%	1%	-4	-1	0.2	1	3%	0.2
CCCCCn1c(CN2CCCCC2C)nc2c1c(=O)n(C)c(=O)n2C (stereo unspecified)	2%	3%	4%	3	-1	0.0	3	9%	-0.3
COC(=O)c1ccc(C(=O)OC)c(NS(=O)(=O)c2ccc(NC(C)=O)cc2)c1	109%[activator]	-15%	-14%	-2	12	0.3	-6	16%	0.4
Cc1nn2c(=O)cc(CSCC(=O)Nc3ccccc3Cl)nc2s1	10%[57.1 µM]	-11%	1%	-2	-3	0.9	2	24%[57.1 µM]	0.7
COC(=O)Cc1c(O)ccn(Cc2cccc(C(F)(F)F)c2)c1=O	18%	-6%	3%	0	8	0.1	-7	23%[57.1 µM]	-0.7
COc1ccc(N2CCN(C(=O)CNC(=O)c3ccco3)CC2)cc1	-1%	-12%	-7%	4	12	0.8	0	-2%	0.8
N#Cc1ccc(C(=O)Nc2nnc(-c3ccccn3)o2)cc1	-8%	-1%	8%	-13	5	-0.6	5	6%	0.3
O=C(NCCCSc1ccccc1)c1cnc(Cl)c(Cl)c1	11%[57.1 µM]	-12%	3%	-2	5	-1.9	-6	40%[activator][57.1 µM]	0.3
Cc1ccccc1-c1nc(CS(=O)CC(=O)NC(C)CCc2ccccc2)c(C)o1 (stereo unspecified)	9%	-27%	15%	-4	9	-0.3	-2	2.2µM*	-1.2
CCn1nc(C)c(CCN(C)C(=O)Nc2cccc(Cl)c2C)c1C	6%[57.1 µM]	-2%	-3%	-3	/	/	-3	22%[57.1 µM]	0.6
CCCn1c(NC(=O)c2ccc(Cl)c(S(=O)(=O)N3CCCC3)c2)nc2ccccc21	11%[57.1 µM]	-22%	8%	2	-12	0.5	-3	40%[activator][57.1 µM]	0.2
O=C(Cn1nnc(-c2ccccc2NC(=O)c2ccco2)n1)Nc1ccccc1	28%	-25%	-8%	2	-3	-0.1	-9	0%	-0.5
CC1=Nn2c(nnc2-c2cc(C)[nH]n2)SC1	-14%	9%	0%	-1	-11	-0.1	12	19%[57.1 µM]	-0.2
COc1ccc(CNCc2cccc(OC)c2OC)cc1Br	-1%	-20%	4%	0	4	1.0	3	?	1.0
O=C(NCc1ccco1)C(c1cccnc1)N(C(=O)Cn1nnc2ccccc21)c1ccccc1 (stereo unspecified)	4%	-13%	7%	-1	-23	0.7	-6	5%[57.1 µM]	0.2
O=c1c(S(=O)(=O)c2ccccc2)cn(Cc2ccccc2)c2cc(N3CCOCC3)c(F)cc12	104%[activator]	-9%	20%	1	/	0.4	9	34%	2.8
CC(=O)C1(O)CCC2C3CCC4CC(=O)CCC4(C)C3C(=O)CC21C (stereo unspecified)	7%[57.1 µM]	-3%	2%	0	/	/	/	6%[11.4 µM]	/
CN(C)C(CNC(=O)c1ccc(C(F)(F)F)cc1)c1ccco1 (stereo unspecified)	-16%	-9%	8%	0	-1	-0.3	6	-31%	-0.2
CCN1CCCC1CNC(=O)c1ccc(Sc2ccccc2Cl)c([N+](=O)[O-])c1 (stereo unspecified)	0%[57.1 µM]	2%	2%	-1	72*	0.3	-9	10%[57.1 µM]	0.0
CN(C)c1cc(Nc2cccc(O)c2)c([N+](=O)[O-])c2nonc12	5%	-1%	4%	-1	25	-0.2	8	-5%	-1.0
COc1cc2c(-c3cc(Br)ccc3O)nc3c(c(C)nn3-c3ccccc3)c2cc1OC	11%	-15%	-10%	-2	/	-0.1	4	12%	-1.1
Cc1ccccc1Nc1sc(C(=O)c2ccccc2)c(N)c1S(C)(=O)=O	-6%	-16%	-19%	-2	/	-0.5	-2	-24%	-1.3
CC(OC(=O)/C(C#N)=C/c1ccco1)C(=O)N(C)c1ccccc1 (stereo unspecified)	-10%	?	-7%	8	/	/	/	-12%	/
COc1ccccc1C(=O)NCc1ccc(-c2nc3ccccc3s2)cc1	-7%	-5%	1%	2	-6	1.9	7	-11%	0.6
Cc1cc(C(=O)OCC(=O)NCCc2ccc(S(N)(=O)=O)cc2)c2ccccc2n1	3%	-21%	5%	-1	38*	0.3	-4	13%	-0.3
Nc1nc(SCC(=O)O)[nH]c(=O)c1NC(=O)c1ccco1	-7%	-1%	-1%	-3	5	0.7	5	-18%	-0.3
Cc1ccc(CNC(=O)c2ccc3c(c2)N(Cc2cccc(Cl)c2)C(=O)CS3)cc1	-5%	-16%	-9%	-6	/	1.2	-4	4%	0.5
CS(=O)(=O)NCc1ccccc1Br	0%	/	/	/	-8	0.3	22	23%	-0.3
O=C(COC(=O)CCCNC(=O)c1ccc(Cl)cc1)Nc1cc(Cl)c(Cl)cc1Cl	-9%	-19%	1%	-2	/	/	0	-10%	0.4
Cc1ccc2c(c1)N(C(=O)CCC(=O)N1CCN(c3ccccc3)CC1)CCO2	5%[57.1 µM]	-20%	2%	2	-6	0.9	-5	1%[57.1 µM]	-0.2
CCN(CC)S(=O)(=O)c1ccc(N2CCOCC2)c(NC(=O)C(=O)c2c(-c3ccccc3)cc3ccccn23)c1	-4%	-22%	0%	-1	2	-0.1	8	4%	0.0
COc1ccc(C(=O)Nc2ccc(C(=O)OCc3cc(=O)n4nc(C(C)C)sc4n3)cc2)cc1	5%[57.1 µM]	-6%	-8%	-1	/	2.0	0	8%[57.1 µM]	0.2
CCOC(=O)c1c(NC(=O)c2cc(C(C)C)on2)sc(C(C)=O)c1C	5%	-13%&-12%	-21%&-2%	2&-2	-17	0.4&0.7	3&0	16%	1.2&0.2
CN1CCN(C(=O)/C(=C/c2cn(C)c3ccccc23)NC(=O)c2ccccc2)CC1	-11%	-7%	0%	4	-6	-0.3	0	-2%	-0.2

rTrxR1 inhibitor: hit marks shown above
SMILES | TrxR1 substrate | USP1 inh | mIDH1 inhibitor | PI4K2A block | D2 antagonist | TRHR enhancer | rTrxR1 inhibitor | TRHR agonist
Cc1ccccc1-c1nc(CS(=O)CC(=O)NC(C)CCc2ccccc2)c(C)o1 (stereo unspecified) | 9% | -27% | 15% | -4 | 9 | -2 | 2.2µM* | -1.2
